T cell HTS: modulates CD8 T cell binding to vesicles. 330,000 compounds, 0.068% hits. 2C CD8+ T cell-vesicle binding, flow cytometry; active compounds read low. calls only at 7 µM;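 active = response, share of CD8 T cells binding vesicles, and their 90th percentile fluorescence all below set limits, cut at about 80% in these data, passing the limit was not always enough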
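Incubation: binding step 1.5 h, 37 °C, antibody labelling 20 min, ice; system: murine 2C transgenic CD8+ T lymphocytes; technique: cytometric PE anti-B7-1 and Alexa647 anti-CD8 signals after 1% paraformaldehyde fixation; also added: QL9-charged Drosophila Ld/ICAM-1/B7-1 vesicles; control set: naked versus QL9-loaded vesicles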
TNAP activators: stimulation of alkaline phosphatase TNAP activity – biochemical, luminescent, no phosphate acceptor, uHTS, primary screen (AID 1001) | activation fold at 20 µM, or EC50 in µM where a hit was titrated | purified TNAP, luminescent activation assay, no phosphate acceptor; higher activation fold means a stronger effect | 200,000 compounds, 0.03% hits; in the data active = activation fold from about 3, or a potency from the dose series; inactive = the rest, 99 in 100 with activation fold below about 1.6; also: many of its hits are not listed in these tables
MgcRacGAP inhibition: MgcRacGAP GTPase-activating activity inhibitors, confirmation, biochemical, ADP Hunter fluorescence; MgcRacGAP-stimulated Rac1 GTP hydrolysis, ADP Hunter fluorescence; higher % means a stronger effect; GST-tagged Rac1 F28L mutant substrate; 340,000 compounds, 0.6% hits; inhibition, % at 30 µM, or IC50 in µM where a hit was titrated;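 active = first-screen hits whose inhibition reached a set limit at any dose in the follow-up dose series; inconclusive = inhibition above the set first-screen limit but never retested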;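 also: fluorescence reports GDP produced by GAP-driven GTP hydrolysis; strong numbers were not always called active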
NTR1 ag: NTR1-driven beta-arrestin-GFP spot formation – imaging, U2OS cells, high content, primary screen (AID 493036) | P30989 | 330,000 compounds, 0.17% hits | activation, % at 20 µM | agonist mode;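 active = activation at or above 40% of the spot to cytoplasm intensity ratio, with at least 20 cells analyzed; inconclusive = wells under 20 cells, flagged as cytotoxic or low count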;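 also: 0% = DMSO without peptide and 100% = 100 nM NTR1 peptide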
Target sequence (P30989 whole entry, looked up): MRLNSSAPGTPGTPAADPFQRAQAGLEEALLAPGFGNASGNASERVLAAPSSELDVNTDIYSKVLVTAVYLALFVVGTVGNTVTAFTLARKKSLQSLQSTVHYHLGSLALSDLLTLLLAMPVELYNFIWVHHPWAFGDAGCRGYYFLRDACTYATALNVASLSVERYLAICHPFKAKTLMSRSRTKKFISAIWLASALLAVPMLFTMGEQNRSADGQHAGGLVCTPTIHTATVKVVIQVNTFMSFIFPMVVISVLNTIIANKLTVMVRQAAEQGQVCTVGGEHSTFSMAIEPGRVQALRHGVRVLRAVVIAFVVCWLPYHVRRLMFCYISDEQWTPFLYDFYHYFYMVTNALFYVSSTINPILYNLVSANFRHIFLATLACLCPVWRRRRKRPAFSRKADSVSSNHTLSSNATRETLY
RSV antiviral HEp-2: RSV antiviral activity via CPE protection, HEp-2 cells, primary 10 µM value included (AID 2391) | 310,000 compounds, 0.13% hits | HEp-2 cells, RSV-induced CPE inhibition; higher % means a stronger effect | one-dose CPE inhibition, % at 10 µM; IC50 in µM for titrated hits; in the data active = a potency from the dose series; inconclusive = CPE inhibition mostly from about 23% at the one dose, without a potency; inactive = the rest, 99 in 100 with CPE inhibition below about 21%; also: strong numbers were not always called active
UTI89 phage lysis: inhibition of K1F phage lysis, E. coli UTI89, bacterial capsule biogenesis inhibitors, alamar blue (AID 488966) | 340,000 compounds, 0.02% hits | E. coli UTI89 K1F phage lysis, alamar blue, 2 h; higher % means a stronger effect | inhibition, % at 100 µM, or IC50 in µM where a hit was titrated;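 active = phage lysis inhibition, versus mean bacterial control, above a set limit; inconclusive = no clear call, values can overlap the other calls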;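 also: capsule biogenesis inhibitors block K1F phage lysis so surviving cells raise fluorescence; higher fluorescence means more inhibition of phage lysis; actives were called in the ten point dose series up to 300 µM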
Myeloid diff 2: compounds promoting myeloid differentiation; calls only at 10 µM; AID 624256; ER-HoxA9 myeloid progenitors, lysozyme-GFP differentiation, flow cytometry; 360,000 compounds, 1% hits;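 active = normalized GFP-positive differentiation at or above the plate's own cutoff, the solvent-only control mean plus 3 SD; inconclusive = no clear call, values can overlap the other calls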;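 also: cells exposed to compound for four days before flow analysis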
Large T inhibition: TAg ATPase/helicase activity blockers – biochemical (AID 1903); SV40 large T antigen ATPase/helicase inhibition assay; higher % means a stronger effect; inhibition, % at 20 µM; hits with a dose series show IC50 in µM; 310,000 compounds, 0.39% hits; in the data active = a potency from the dose series; inconclusive = inhibition mostly from about 32% at the one dose, without a potency; inactive = the rest, 99 in 100 with inhibition below about 32%; also: strong numbers were not always called active
Salmonella PhoP GFP: PhoP-dependent GFP reporter repression – Salmonella Typhimurium, primary screen (AID 1863); 300,000 compounds, 0.16% hits; S. Typhimurium PhoP-regulated promoter GFP reporter, 4 h; higher % means a stronger effect; inhibition, % at 50 µM, or IC50 in µM where a hit was titrated;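 active = inhibition over 29.93%, a cutoff 3 SD above the screen mean, later confirmed by dose response; inconclusive = inhibition over 29.93% but no dose response follow-up; inactive = inhibition at most 29.93% or unconfirmed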;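 also: 0% = low Mg2+ inducing control and 100% = high Mg2+ repressing control; strong numbers were not always called active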
T cell HTS vesicle-bound %: second read-out of T cell HTS, no call of its own (marks repeat the call); double positive events, %; measured here: CD8+ vesicle-bound cell fraction;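 binding gate set so that unloaded-vesicle control wells show 10% double positive cells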
NTR1 ag cell count 20 µM: recorded beside NTR1 ag, whose call it bears; cell count; measured here: cell count, cytotoxicity flag
Myeloid diff 2 GFP+ MAC1+ %: recorded beside Myeloid diff 2, whose call it bears; GFP+ MAC1+ double positive, %; measured here: differentiation confirmed by MAC1 staining
An asterisk follows results filed as active; i = inactive; ? = inconclusive; nt = no result given; + = active, no number; [ ] = dose if it differs, or a comment.

Screens in order: T cell HTS, T cell HTS vesicle-bound %, TNAP activators, MgcRacGAP inhibition, NTR1 ag, NTR1 ag cell count 20 µM, RSV antiviral HEp-2, UTI89 phage lysis, Myeloid diff 2, Myeloid diff 2 GFP+ MAC1+ %, Large T inhibition, Salmonella PhoP GFP
O=C(c1ccc(NS(=O)(=O)c2ccc3c(c2)OCCO3)cc1)N1CCCCC1
  i, 27, nt, 14%, 1.4, 66, 6.8%, -0.1%, i, 1.0, 11%, -6%
CC1CCCCN1C(=O)c1cc(-c2ccc3c(c2)OCO3)on1 (stereo not given)
  i, 24, nt, 2%, 1.3, 57, 19%, 0.3%, i, 0.6, 0%, -8%
Cc1ccccc1S(=O)(=O)Cc1ccc(C(=O)NCCCOC(C)C)o1
  i, 46, 1, 3%, -1.0, 87, 4.0%, -0.3%, i, 1.0, 19%, -9%
COc1ccc(-n2c(=S)[nH]c3cc(C(=O)NCCCN4CCOCC4)ccc3c2=O)cc1OC
  i, 19, nt, 15%, -1.1, 36, 0.7%, 0.1%, i, 0.3, 11%, -4%
CC(C)(C)OC(=O)CNC(=O)c1nc[nH]c1C(=O)N1CCN(C(=O)OC(C)(C)C)CC1
  i, 22, nt, -5%, -2.5, 95, 1.7%, -0.7%, i, 0.8, 19%, 0%
Cc1c(CCO)c(=O)n(-c2ccccc2)n1S(=O)(=O)c1ccc(Cl)cc1
  i, 41, 1.1, 7%, -0.8, 82, 0.8%, 3.4%, i, 1.8, 14%, -4%
CC(=O)Nc1ccc2nc(SCC(=O)Nc3ccc(N4CCOCC4)c(Cl)c3)sc2c1
  i, 27, 1, 2%, 5.7, 79, 18%, 0.3%, i, 0.3, 2%, 0%
CN(CC(=O)Nc1cccc(F)c1)C(=O)CN1C(=O)C2CC=CCC2C1=O (stereo not given)
  i, 9, nt, 4%, 1.3, 67, -1.9%, 1.5%[50 µM], i, 0.1, 9%, -4%
COc1cccc(C2C3=C(Nc4[nH]n(-c5ccccc5)c(=O)c42)c2ccccc2C3=O)c1 (stereo not given)
  i, 34, 0.7, nt, nt, nt, 0.5%, nt, nt, nt, -4%, 34%
Cc1cc(Cl)c2oc(C(=O)N3CCN(C4CCS(=O)(=O)C4)CC3)c(C)c2c1 (stereo not given)
  i, 14, nt, 6%, -0.3, 68, 3.0%, -0.1%, i, 5.0, 16%, -1%
COc1cc2c(cc1NC(=O)COC(=O)Cn1cnc3ccccc31)oc1ccccc12
  nt, nt, 1.1, 14%, 0.2, 61, nt, 0.7%, i, 0.6, 5%, 8%
O=C(NC1CCCCC1)C(c1ccco1)N(Cc1cccnc1)C(=O)C1COc2ccccc2O1 (stereo not given)
  i, 36, 0.8, 6%, 2.6, 49, -1.0%, 2.6%, i, 4.0, 9%, -5%
Cc1cccc(CCNC(=O)CCS(=O)(=O)c2ccc3nc(C)sc3c2)c1
  i, 37, nt, -12%, 6.0, 61, 0.2%, -0.1%, i, 1.8, nt, nt
CCc1nc(C(N)=O)c2[nH]c(=O)n(-c3ccc(OC)cc3OC)c2n1
  i, 46, nt, 8%, 0.3, 59, 0.9%, 0.0%, i, 0.7, 12%, -2%
CC(C)CC(C(=O)OCC(=O)c1c(N)n(C)c(=O)n(C)c1=O)N1C(=O)C2CC=CCC2C1=O (stereo not given)
  i, 46, 1.1, 0%, -1.0, 52, 0.1%, 0.2%, i, 0.5, 5%, -2%
O=C(c1cc2cc(F)ccc2[nH]1)N1CCc2ccccc21
  i, 29, nt, 8%, 0.9, 91, 2.9%, 0.3%[50 µM], i, 1.2, 1%, 0%
CN(C)S(=O)(=O)c1cccc(NC(=O)c2cccc(S(=O)(=O)N3CCCCCC3)c2)c1
  nt, nt, nt, 8%, 1.4, 99, nt, 0.1%[50 µM], +, 2.3*, nt, nt
CN(CC(=O)Nc1c(Cl)cccc1Cl)C(=O)c1ccc(-n2cncn2)c([N+](=O)[O-])c1
  i, 34, nt, -7%, -0.2, 51, -0.6%, 0.0%[50 µM], i, 0.4, 10%, 3%
CC1CCN(c2c([N+](=O)[O-])c(=O)oc3ccccc23)CC1
  i, 41, 1, 13%, 2.0, 64, 0.5%, 0.3%[50 µM], i, 0.3, 8%, -19%
O=C(O)C1C2C=CC(C2)C1C(=O)NCCc1ccccc1 (stereo not given)
  i, 23, 1.1, 4%, 0.1, 83, 0.1%, 0.2%, i, 1.0, 6%, -4%

Part of the list above, with bars between the fields.
compound | T cell HTS | T cell HTS vesicle-bound % | TNAP activators | MgcRacGAP inhibition | NTR1 ag | NTR1 ag cell count 20 µM | RSV antiviral HEp-2 | UTI89 phage lysis | Myeloid diff 2 | Myeloid diff 2 GFP+ MAC1+ % | Large T inhibition | Salmonella PhoP GFP
CC1CCN(c2c([N+](=O)[O-])c(=O)oc3ccccc23)CC1 | i | 41 | 1 | 13% | 2.0 | 64 | 0.5% | 0.3%[50 µM] | i | 0.3 | 8% | -19%
O=C(O)C1C2C=CC(C2)C1C(=O)NCCc1ccccc1 (stereo not given) | i | 23 | 1.1 | 4% | 0.1 | 83 | 0.1% | 0.2% | i | 1.0 | 6% | -4%

Only RSV antiviral HEp-2, NTR1 ag cell count 20 µM and Myeloid diff 2 (3 entries from above):
Molecule	RSV antiviral HEp-2	NTR1 ag cell count 20 µM	Myeloid diff 2
CC(C)CC(C(=O)OCC(=O)c1c(N)n(C)c(=O)n(C)c1=O)N1C(=O)C2CC=CCC2C1=O (stereo not given)	0.1%	52	i
O=C(c1cc2cc(F)ccc2[nH]1)N1CCc2ccccc21	2.9%	91	i
CN(C)S(=O)(=O)c1cccc(NC(=O)c2cccc(S(=O)(=O)N3CCCCCC3)c2)c1	nt	99	+

New compounds follow
Screens in order: T cell HTS, T cell HTS vesicle-bound %, TNAP activators, MgcRacGAP inhibition, NTR1 ag, NTR1 ag cell count 20 µM, RSV antiviral HEp-2, UTI89 phage lysis, Myeloid diff 2, Myeloid diff 2 GFP+ MAC1+ %, Large T inhibition, Salmonella PhoP GFP
CC(OC(=O)C1=Cc2ccccc2OC1)C(=O)NCc1ccco1 (stereo not given)
  i, 32, 1.1, 4%, 0.9, 47, 0.2%, 0.5%, i, 0.4, 3%, -9%
O=C(CSc1nnc(-c2cccs2)n1-c1cccc(Cl)c1)c1cccc2c1OCCO2
  i, 54, 1.2, 5%, 8.1, 91, 1.4%, 0.0%, i, 0.3, 20%, -11%
COc1ccc(-c2nnc(SCC(=O)Nc3ccc(Cl)cc3)n2C)cc1
  i, 40, 1, -3%, -0.6, 36, -0.6%, 0.2%, i, 12, -3%, -9%
CCCCc1c(C)c(C#N)c2[nH]c3ccccc3n2c1=O
  i, 26, 1.1, 12%, 7.6, 43, 7.7%, -0.2%, i, 0.9, 23%, 1%
Cc1cccc(OCC(=O)NC(C)C(=O)N/N=C/c2c(OCc3ccccc3)ccc3ccccc23)c1 (stereo not given)
  i, 13, 1, 7%, 2.9, 73, -1.1%, -1.1%, i, 4.8, 12%, -5%
Cc1ccc(N/N=C(\C#N)C(=O)c2ccsc2)cc1
  i, 31, nt, 12%, 0.2, 46, 4.3%, 1.1%, i, 0.7, 21%, 5%
CCOc1ccc(CCNC(=O)COC(=O)c2ccco2)cc1OCC
  i, 49, 1.2, 9%, 3.4, 74, 0.6%, 2.9%, i, 0.2, 15%, -5%
CCOC(=O)c1c(C)n(-c2ccc(OC)cc2)c2ccc(O)c(CN(C)C)c12
  i, 39, nt, 14%, 22, 61, -0.4%, 0.1%[50 µM], i, 0.1, 27%, 6%
O=C(CC1SC(=Nc2ccccc2)N(Cc2ccccn2)C1=O)Nc1ccc(Br)cc1 (stereo not given)
  i, 6, 1.1, 5%, 23, 64, 12%, 0.3%, i, 0.6, -1%, 11%
Cc1ccc(NS(=O)(=O)c2ccccc2Cl)c2c1CC(C)(C)O2
  i, 49, 1.1, 6%, 3.3, 50, ?, 4.9%, i, 0.9, 9%, 0%
CCOc1ccc(NC(=O)C(C)C(Cc2ccc(C)cc2)C(=O)O)cc1 (stereo not given)
  i, 43, nt, 7%, 0.2, 96, 0.2%, 0.0%, i, 0.1, 6%, -8%
CC1(c2nnc(Cc3ccccc3)o2)CC(c2cccc(F)c2)=NO1 (stereo not given)
  i, 35, nt, 8%, -1.6, 99, -0.7%, -0.1%, i, 2.5, 4%, 4%
O=C(c1cc2sccc2n1Cc1ccc(F)cc1)N1CCN(c2nc3ccccc3s2)CC1
  i, 18, 1.1, 13%, -1.3, 75, 3.0%, 3.0%, i, 2.6, 3%, -9%
NS(=O)(=O)c1ccc(N=Nc2c(O)[nH]c3ccc(Br)cc23)cc1
  i, 36, nt, 12%, 12, 48, -0.8%, 0.0%, ?, nt, 8%, 3%
COC(=O)c1ccccc1N1C(=O)C2C(C1=O)C1C=CC2C12CC2 (stereo not given)
  i, 44, 1.1, 5%, 2.0, 59, -0.2%, 2.1%, +, 13*, 14%, 0%
Cc1ccc(C(=O)N/C(=C/c2cccnc2)C(=O)O)cc1
  i, 17, 1.1, 5%, 1.0, 36, 0.1%, 0.1%, i, 0.5, 13%, -7%
CCOC(=O)C1=C(C)NC(=O)C(C#N)C1c1ccncc1 (stereo not given)
  i, 17, 1.1, -4%, -1.2, 47, 1.1%, 0.5%[50 µM], i, 4.9, 13%, -2%
CC1CCC2(CC1)NC(=O)N(NC(=O)CSc1nnc(NC3CC3)s1)C2=O (stereo not given)
  i, 32, nt, 4%, -1.9, 67, 2.4%, 0.6%[50 µM], i, 0.5, nt, nt
Cc1ccc(C(=O)CC(=O)c2ccccc2)cc1
  i, 60, nt, -3%, 2.8, 63, 6.3%, 0.2%, i, 0.2, 10%, 6%
COCCNC(=O)Cn1nc(C(F)(F)F)c(Cl)c1C
  i, 46, 1.1, -1%, 0.8, 66, 2.0%, -0.2%, i, 0.2, -2%, 14%
Cc1nnc2n(c1=O)C(CS(=O)(=O)c1ccc3ccccc3c1)CS2 (stereo not given)
  i, 60, 1.1, 4%, 7.5, 52, 1.7%, 0.5%, i, 1.1, 6%, 5%
